Screening results deposited in PubChem by several laboratories.
DAGLB inh = DAGLB lipase inhibitors, primary screen, biochemical, fluorescence, HTS; Diacylglycerol lipase-beta (Homo sapiens), Q8NCG7; HEK293T DAGLB membrane lysate, EnzChek fluorogenic substrate; inhibition, % at 5.17 µM; hit rate 0.059% among 340,000; in the data active means inhibition above about 34%;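 further: 0% = enzyme with vehicle and 100% = wells lacking enzyme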
Keap1-Nrf2 PPI = Keap1-Nrf2 protein-protein interaction inhibitors, primary screen, biochemical, fluorescence polarization, single point; inhibition, % at 9.4 µM; Kelch-like ECH-associated protein 1 (Homo sapiens), Q14145; Keap1 Kelch-Nrf2 peptide fluorescence polarization, 1536-well; hit rate 0.15% among 340,000; in the data active means inhibition above about 12%; inconclusive means no clear call, values can overlap the other calls; inactive means below about 7.3%;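 further: human Keap1 Kelch domain with fluorescein labeled Nrf2 9mer peptide probe; 0% = neutral control wells and 100% = peptide positive control; higher means more block of Keap1 binding to Nrf2 peptide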
Target sequence (Q14145 whole entry, looked up, the tested form may be a part): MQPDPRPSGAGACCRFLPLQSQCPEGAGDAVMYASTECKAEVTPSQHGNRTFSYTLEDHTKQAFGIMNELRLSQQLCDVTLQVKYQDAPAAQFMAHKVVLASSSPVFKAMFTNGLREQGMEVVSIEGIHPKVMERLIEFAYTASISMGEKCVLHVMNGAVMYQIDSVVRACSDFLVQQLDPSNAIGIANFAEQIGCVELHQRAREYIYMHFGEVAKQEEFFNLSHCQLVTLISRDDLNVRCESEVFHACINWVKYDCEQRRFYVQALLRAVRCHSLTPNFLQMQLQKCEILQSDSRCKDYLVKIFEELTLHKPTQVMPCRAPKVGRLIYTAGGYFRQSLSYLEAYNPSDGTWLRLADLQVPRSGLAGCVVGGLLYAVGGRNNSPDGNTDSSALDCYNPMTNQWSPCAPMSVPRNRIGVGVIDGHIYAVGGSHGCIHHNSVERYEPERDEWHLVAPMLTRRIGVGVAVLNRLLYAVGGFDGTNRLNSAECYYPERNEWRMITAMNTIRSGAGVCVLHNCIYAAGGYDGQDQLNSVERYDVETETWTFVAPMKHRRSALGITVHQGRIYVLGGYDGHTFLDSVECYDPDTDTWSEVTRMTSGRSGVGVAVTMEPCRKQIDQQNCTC
Rtt109 HAT inh = inhibitors of C. albicans Rtt109/Vps75 HAT, primary screen, biochemical, ThioGlo CoA-SH fluorescence, plate reader; Histone acetyltransferase RTT109 (Candida albicans (strain SC5314 / ATCC MYA-2876)), …; purified Rtt109/Vps75, 4 h; hit rate 0.16% among 330,000; inhibition, % at 34.9 µM;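 active means inhibition of at least 50% in every replicate; inconclusive means best replicate reaches 50% inhibition but some replicates fall short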
RTF Ca sens inh = cardiac RTF calcium sensitivity inhibitors, primary screen, biochemical, IANBD-TnC fluorescence, EC70 calcium; AID 493244, 2011; IANBD-labeled cardiac RTF, Ca2+ fluorescence; hit rate 0.12% among 340,000; inhibition, % at 7.15 µM;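 active means inhibition above the mean inhibition of all tested compounds plus 3 SD, cut at about 17% in these data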;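 further: assay run at fixed EC70 calcium of 1.6 mM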
CAL PDZ FP-1 = untagged CAL PDZ binding inhibitors, primary screen, biochemical, fluorescence polarization, HTS. purified CAL PDZ, TMR-peptide fluorescence polarization, 1 h. Golgi-associated PDZ and coiled-coil motif-containing protein (Homo sapiens), Q9HD26. hit rate 0.92% among 300,000. AID 602252, 2012. inhibition, % at 24.9 µM;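 active means mean inhibition of at least 30% with at least half of replicates also reaching 30%; inconclusive means no clear call, values can overlap the other calls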;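 further: 0% = DMSO neutral control and 100% = excess unlabeled competitor peptide PRC23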
CAL PDZ FP-2 = CAL PDZ peptide-binding inhibitors, primary screen, biochemical, fluorescence polarization, Cer-tagged CAL PDZ, HTS. inhibition, % at 20 µM. Golgi-associated PDZ and coiled-coil motif-containing protein (Homo sapiens), Q9HD26. hit rate 0.02% among 330,000. AID 504414, 2011. purified CAL PDZ, TMR-peptide fluorescence polarization, 1 h;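 active means highest replicate inhibition of at least 40%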;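 further: plate controls were DMSO neutral control wells for no effect and unlabeled competitor peptide control wells for full effect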
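Read-out basis: mP drop reported as inhibition | Assay system: Tagged CAL PDZ protein CerCALP, purified | Benchmarks: Unlabelled peptide for full inhibition, DMSO wells as neutral | Schedule: 1 h incubation at room temperature before polarization reading | Buffer or medium: Sodium phosphate/NaCl buffer pH 7.4 with TCEP, IgG, Thesit | Doses: Single point, 20 µM | Measured by: Fluorescence polarization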
PKA-R2B activ = activators of PKA-R2B holoenzyme, primary screen, biochemical, fluorescence polarization, Cy5-IP20, human; cAMP-dependent protein kinase catalytic subunit beta (Homo sapiens) + cAMP-dependent …; PKA-R2B holoenzyme dissociation; R2B truncated from residue 108, S112A mutant; 0% DMSO only, 100% 113 µM cGMP; activation, % at 11.4 µM; hit rate 0.079% among 340,000; AID 504700, 2011;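 active means activation above a cutoff set at the mean over all compounds plus 3 SD, cut at about 18% in these data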;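 further: higher means more holoenzyme dissociation and a rise in polarization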
Target sequence (P31323 whole entry, looked up, other chains not shown, the tested form may be a part): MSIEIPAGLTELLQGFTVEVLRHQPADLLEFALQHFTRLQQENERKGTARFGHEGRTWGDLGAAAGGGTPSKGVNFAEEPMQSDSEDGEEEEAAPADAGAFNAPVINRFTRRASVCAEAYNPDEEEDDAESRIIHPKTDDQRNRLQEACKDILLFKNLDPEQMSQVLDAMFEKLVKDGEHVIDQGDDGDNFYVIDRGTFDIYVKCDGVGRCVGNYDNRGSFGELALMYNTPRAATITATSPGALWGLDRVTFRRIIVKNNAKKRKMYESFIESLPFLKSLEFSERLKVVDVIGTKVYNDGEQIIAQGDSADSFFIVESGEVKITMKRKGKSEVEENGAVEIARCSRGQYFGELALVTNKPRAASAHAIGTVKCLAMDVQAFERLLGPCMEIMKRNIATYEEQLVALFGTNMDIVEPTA
SR-BI uptake up = activators of SR-BI mediated DiI-HDL uptake, primary screen, ldlA[mSR-BI] CHO cells, DiI fluorescence; activation, % at 12.5 µM; AID 504775, 2011; 3 h; 100 = double the neutral-control signal; hit rate 0.096% among 320,000;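 active means mean replicate activation of at least 60% and every replicate at or above 60%; inconclusive means mean or all-replicate condition met, but not both; inactive means mean below 60% and not all replicates reaching 60%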;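 further: 0% = median plate neutral-control signal and 100% = twice that signal; values of inactives mirror those of a sister screen read the other way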
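Material: SR-BI-overexpressing, LDLR-lacking CHO cells | Dosing: Single compound concentration, delivered by pin transfer | Probe or stimulus: Labelled HDL, 10 µg/mL | Signal: Bottom-read cell fluorescence after medium removal, ex 550/em 595 nm | Schedule: 3 h, 37 °C | Evaluation: HDL uptake via cellular fluorescence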
LANA DNA inh = inhibitors of KSHV C-LANA binding to DNA, primary screen, biochemical, fluorescence polarization, FAM-LBS DNA, MBP-C-LANA, single point. AID 504423, 2011. Kaposi's sarcoma herpesvirus LANA C-terminal domain (residues 932-1162) DNA binding. inhibition, % at 9 µM. hit rate 0.078% among 340,000;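 active means highest replicate inhibition at or above 60% at 9 µM, even if other replicates fall short; inactive means all replicates below 60% inhibition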;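 further: 0% = neutral control wells and 100% = 4 µM acridine orange control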
RTF Ca sens act = cardiac RTF calcium sensitivity activators, primary screen, biochemical, IANBD-TnC fluorescence, EC20 calcium. Troponin I, cardiac muscle (Homo sapiens) + Troponin T, cardiac muscle (Homo sapiens) + …. IANBD-labeled TnC RTF fluorescence at EC20 calcium; 0% EC20 calcium, 100% full calcium. activation, % at 7.2 µM. hit rate 0.24% among 340,000. AID 493008, 2010;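 active means activation above the mean over all tested compounds plus 3 SD, cut at about 30% in these data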;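 further: rise in fluorescence read as greater calcium sensitivity of cardiac thin filaments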
* hit, by the source's call; ? = inconclusive; / = not tested or not shown.

Values run as follows: DAGLB inh | Keap1-Nrf2 PPI | Rtt109 HAT inh | RTF Ca sens inh | CAL PDZ FP-1 | CAL PDZ FP-2 | PKA-R2B activ | SR-BI uptake up | LANA DNA inh | RTF Ca sens act
Cc1ccc2c(c1)nnn2C1CCN(S(=O)(=O)c2cccc(S(=O)(=O)N(C)C)c2)CC1
 : -2 | -8 | 3 | -11 | -1 | 0.1 | 4 | 22 | 3.3 | 4
COc1cc(/C=C/C(=O)O)cc(S(=O)(=O)Nc2cccc(SC)c2)c1OC
 : -1 | -4 | -2 | -8 | -4 | -0.9 | -6 | ? | 0.1 | -5
CN1CCN(C(=O)c2cc3ccccc3[nH]2)CC1
 : -2 | -7 | -9 | -2 | -3 | / | -3 | -4 | 1.1 | 16
COc1ccc(/C=N/NC(=O)c2nnn(-c3nonc3N)c2CN(C)C2CCCCC2)cc1
 : 0 | -3 | -16 | 2 | -3 | -2.0 | -5 | 10 | 1.4 | 4
COc1ccc(NC(=O)N(CCCN(C)C)Cc2cc3cc(OC)ccc3[nH]c2=O)cc1
 : 2 | -1 | 1 | -19 | 2 | -0.4 | 3 | 30 | -1.3 | -8
Cc1cc(Cl)c(OCCn2ccnc2)c(Br)c1
 : 2 | -2 | 0 | -7 | -1 | -0.9 | 5 | 17 | 1.0 | -4
N#Cc1ccccc1OCC(=O)OCCCOC(=O)COc1ccccc1C#N
 : -1 | -1 | 2 | -10 | -2 | -0.1 | 7 | 15 | 0.7 | -6
Cc1ccc(NC(=O)C2CCN(S(=O)(=O)c3cccs3)CC2)c(O)c1
 : 0 | -5 | 1 | -2 | -3 | -1.2 | -5 | 2 | -2.9 | 7
COc1cc(C(=O)NCCCNc2nc3cc(C)cc(C)c3cc2C#N)cc(OC)c1OC
 : 0 | -4 | 1 | -11 | 0 | -0.8 | -6 | -49 | 0.4 | 2
COc1ccc(/C(O)=C2/C(=O)C(=O)N(CCN(C)C)C2c2cccnc2)cc1C (stereo not drawn)
 : 1 | 2 | 16 | -4 | 1 | -0.3 | -13 | 9 | 6.5 | 2
CCOC(=O)c1c(NC(=O)c2ccncc2)sc(C)c1C
 : -8 | -8 | 13 | -7 | -2 | -18 | 0 | -22 | 0.7 | -1
O=C1c2ccccc2C(=O)N1CCCn1nnc(-c2ccc(N3CCOCC3)cc2)n1
 : 0 | -2 | -11 | -1 | 2 | -2.6 | 4 | 1 | -1.1 | -4
N#C/C(=C\c1ccc(OC(=O)c2ccccn2)cc1)C(N)=O
 : -1 | -6 | -4 | 3 | -1 | 0.0 | 6 | -22 | -1.9 | -1
NCCNC(=O)c1c(O)c2cccc3c2n(c1=O)CCC3
 : 0 | -3 | 5 | 8 | -2 | 0.1 | -3 | 13 | -5.1 | -1
COc1ccc(C(=O)OCCN2C(=O)c3ccccc3C2=O)cc1
 : -4 | -2 | -3 | -3 | -3 | -2.9 | -2 | -5 | 1.2 | -1

Three structures already listed, arranged by molar mass, highest first:
Values run as follows: DAGLB inh | Keap1-Nrf2 PPI | Rtt109 HAT inh | RTF Ca sens inh | CAL PDZ FP-1 | CAL PDZ FP-2 | PKA-R2B activ | SR-BI uptake up | LANA DNA inh | RTF Ca sens act
Cc1ccc2c(c1)nnn2C1CCN(S(=O)(=O)c2cccc(S(=O)(=O)N(C)C)c2)CC1
 : -2 | -8 | 3 | -11 | -1 | 0.1 | 4 | 22 | 3.3 | 4
COc1ccc(C(=O)OCCN2C(=O)c3ccccc3C2=O)cc1
 : -4 | -2 | -3 | -3 | -3 | -2.9 | -2 | -5 | 1.2 | -1
Cc1cc(Cl)c(OCCn2ccnc2)c(Br)c1
 : 2 | -2 | 0 | -7 | -1 | -0.9 | 5 | 17 | 1.0 | -4

(listing goes on)
Values run as follows: DAGLB inh | Keap1-Nrf2 PPI | Rtt109 HAT inh | RTF Ca sens inh | CAL PDZ FP-1 | CAL PDZ FP-2 | PKA-R2B activ | SR-BI uptake up | LANA DNA inh | RTF Ca sens act
COc1ccccc1NC(=S)N1CCN(c2ccccn2)CC1
 : -1 | -2 | 2 | 7 | -6 | 0.1 | -11 | 12 | 0.3 | 0
O=C(Cn1c(CC(=O)N2CCOCC2)nc2ccccc21)Nc1ccc2c(c1)OC(F)(F)O2
 : 0 | 1 | 2 | 0 | -1 | / | 6 | 34 | -1.3 | 2
CCCCN(C)C(=O)c1ccc(CS(=O)(=O)c2ccccc2C)o1
 : -3 | -3 | 4 | 2 | -3 | -0.9 | -4 | -11 | -1.0 | 0
Cc1cc(C)c(OCCn2ccnc2)c(C)c1
 : -1 | -8 | 3 | -6 | -2 | -2.4 | 18* | -13 | 1.3 | 3
O=C(Nc1ccnn1C1CCN(C(=O)c2ccccc2C(F)(F)F)CC1)C1CC1
 : 6 | -3 | 10 | -1 | -1 | -1.5 | 8 | 21 | 1.3 | 4
O=C(O)C1CCN(C(=O)c2ccccc2N2C(=O)[C@@H]3Cc4c([nH]c5ccccc45)C(c4cccc(Cl)c4)N3C2=O)CC1 (stereo partly drawn)
 : 6 | -4 | 1 | 2 | -1 | -1.5 | -2 | -22 | 0.1 | 8
COc1ccccc1OCCNC(=O)CCC(=O)N1CCOCC1
 : 3 | 1 | -35 | 7 | 0 | 0.7 | -14 | 24 | -2.7 | -3
Cc1ccc(O)c(-n2nc3ccccc3n2)c1
 : -9 | -1 | 0 | -7 | -5 | 0.0 | -12 | 0 | 0.6 | 2
C=CCc1ccccc1OCC(O)CNC(C)C (stereo not drawn)
 : 3 | -5 | 2 | -1 | 1 | -0.6 | 0 | 15 | 0.1 | -2
Cn1c(N)c(C(=O)COC(=O)C2(c3ccc(Cl)cc3)CCCC2)c(=O)n(C)c1=O
 : 0 | 0 | -7 | -8 | -5 | -2.1 | -4 | -14 | 5.6 | 3
CN(CCS(=O)(=O)c1ccc(Cl)cc1)Cc1cccnc1
 : -2 | -2 | -9 | 0 | / | -0.5 | 10 | 33 | 0.0 | 4
COc1ccc2c(c1)C(c1ccccc1)NC(=O)C2 (stereo not drawn)
 : -1 | -3 | 4 | -4 | 7 | -0.2 | -16 | 39 | 0.4 | -10
COc1cccc(-c2cc(C(=O)Nc3c(C)nn(Cc4ccccc4C)c3C)no2)c1
 : 1 | -2 | -8 | -8 | / | -3.1 | -4 | -54 | 1.0 | 2
Cc1ccc(C(=O)c2ccccc2C(=O)O)c(O)c1
 : -1 | -3 | -5 | 1 | -1 | -2.3 | -4 | 18 | 1.8 | 3
Cc1cccc(OCC(=O)N(Cc2ccc(N(C)C)cc2)C2CCS(=O)(=O)C2)c1 (stereo not drawn)
 : -1 | -1 | 4 | -2 | -4 | -1.4 | 1 | -9 | -0.1 | 4

(more compounds)
Structure	DAGLB inh	Keap1-Nrf2 PPI	Rtt109 HAT inh	RTF Ca sens inh	CAL PDZ FP-1	CAL PDZ FP-2	PKA-R2B activ	SR-BI uptake up	LANA DNA inh	RTF Ca sens act
COc1cc(NS(=O)(=O)c2ccc(NC(=S)NC(=O)c3ccco3)cc2)nc(OC)n1	4	2	-5	0	4	5.3	-3	8	-0.5	7
COc1ccc(OC)c(NC(=O)C(=O)/C=C(\O)c2cc(OC)ccc2OC)c1	4	-1	14	1	0	0.1	-1	-28	0.2	4
Cc1ccc(NC(=O)COC(=O)c2ccc(F)cc2Cl)c(Br)c1	-13	-6	0	-5	-15	-6.2	-5	15	-1.3	7
CCOC(=O)c1[nH]c(C)c(C(=O)Nc2ccc(C)c(F)c2)c1C	-2	-4	-17	-1	/	-0.8	1	-45	-0.2	4
Cc1cc(C)nc(SCC(=O)Nc2ccc(N3CCOCC3)cc2)n1	-4	-6	1	-5	-1	-0.2	-11	-8	0.4	-1
CC1=C(C(=O)OCCOC(C)C)C(c2cccnc2)C2=C(CCCC2=O)N1 (stereo not drawn)	-1	-6	-5	-6	5	-0.7	1	13	-0.3	2
COc1cc(/C=N/NS(=O)(=O)c2ccc(C)cc2)ccc1OCc1cccc(C(=O)O)c1	3	1	4	-8	12	-0.6	-4	-7	0.0	-1
COCCn1nc2cc(C(=O)NCC34CC5CC(CC(C5)C3)C4)ccc2c1OC	-1	-2	-2	-5	-3	-1.0	-10	11	-1.5	2
CCCCN1C(=O)C(=O)N(CC(=O)c2ccc3c(c2)CCCC3)C1=O	-3	-4	8	-3	-1	-1.4	-9	14	-3.7	-7
CC(=O)Nc1cccc(N2CCCC2=O)c1	1	-1	-4	-5	-4	0.2	2	-2	-0.2	-2
COCCN1C(=O)N[C@@H](c2cccc(C(F)(F)F)c2)[C@H](C(=O)OC)[C@H]1C	1	-1	1	-2	0	0.3	-16	15	0.3	-3
CCCCn1c(SCC(=O)c2ccc(OC)cc2OC)nc2cc(S(N)(=O)=O)ccc21	1	-2	-16	-7	-8	/	-2	-50	1.9	0

This is a random part of the collection. About 1.6% of those tested had a hit in this group.
